Compound activity from PubChem.
PABP1 MLLE inh: inhibitors of PABP1 MLLE–PAM2 peptide binding, primary screen, biochemical, fluorescence polarization, FITC-PAM2, GST-MLLE | Polyadenylate-binding protein 1 (Homo sapiens), P11940 | inhibition, % at 20 µM | actives 0.36% (n = 360,000) | AID 588489, 2011; in the data active means inhibition above about 35%, passing the limit was not always enough;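 further: plate controls were DMSO wells with GST-MLLE for no effect and wells lacking GST-MLLE protein for full effect; some results filed as inactive read as strong as hits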
MsrA act: bovine MsrA enzyme activators, primary screen, biochemical, absorbance, HTS; Methionine sulfoxide reductase A (Bos taurus); purified bovine MsrA, absorbance read-out; activation, % at 10.6 µM; actives 0.3% (n = 360,000); AID 602163, 2012; in the data active means activation above about 7.5%;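 further: 0% = vehicle and 100% = reference activator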
FAS TE block: FAS thioesterase domain inhibitors, primary screen, biochemical, fluorescence intensity, uHTS | Fatty acid synthase (Homo sapiens), P49327 | recombinant FAS-TE, OMFH fluorogenic substrate, fluorescence endpoint | inhibition, % at 15 µM | actives 0.67% (n = 360,000) | AID 602261, 2012;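 active means compounds whose normalised, plate-corrected inhibition of enzyme fluorescence in the single-dose primary screen is 50% or more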;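 further: 0% = DMSO with enzyme and 100% = substrate without enzyme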
Rpn11 inh: Rpn11 (PSMD14) deubiquitinase inhibitors, primary screen, biochemical, fluorescence polarization, uHTS. human 26S proteasome, Ub4-pepOG fluorescence polarization; 20S core pre-blocked with epoxomicin. calls only at 20 µM. actives 0.59% (n = 360,000);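 active means inhibition at 20 µM, scaled to each plate's controls, above about 33%, limit read from the data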
Target sequence (O00487 whole entry, looked up): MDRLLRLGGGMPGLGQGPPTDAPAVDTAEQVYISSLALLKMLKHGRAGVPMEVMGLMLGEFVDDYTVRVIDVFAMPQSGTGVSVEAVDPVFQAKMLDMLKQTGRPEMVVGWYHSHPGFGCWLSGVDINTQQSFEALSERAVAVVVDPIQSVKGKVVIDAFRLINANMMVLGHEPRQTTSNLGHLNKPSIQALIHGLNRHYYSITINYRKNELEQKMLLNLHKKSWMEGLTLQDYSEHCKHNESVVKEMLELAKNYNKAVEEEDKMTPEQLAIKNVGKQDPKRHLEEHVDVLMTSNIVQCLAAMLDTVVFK
CSN inh: inhibitors of CSN-mediated cullin deneddylation, primary screen, biochemical, fluorescence polarization, uHTS; actives 0.38% (n = 360,000); Purified CSN, SCF-Nedd8-OG deneddylation; inhibition, % at 12.5 µM;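 active means pattern-corrected inhibition above about 35%, with an unprinted fluorescence ratio check between 0.5 and 1.5, limit read from the data, passing the limit was not always enough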;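 further: 0% = enzyme with substrate and 100% = substrate without enzyme; some results filed as inactive read as strong as hits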
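Assay system: HEK293T-derived human Csn5 enzyme; quantity: 0.24 nM enzyme; medium: Tris/NaCl/DTT buffer, pH 7.5; also added: substrate SCFSkp2-Nedd8OG, 10 nM; doses: 12.5 µM compound; schedule: 90 min reaction at room temperature; signal: FP; read-out: % inhibition of substrate cleavage by Csn5; benchmarks: substrate-only high control, full reaction low control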
E coli Lon inh: inhibitors of E. coli Lon protease, primary screen, biochemical, fluorescence polarization. inhibition, % at 7.94 µM. actives 0.42% (n = 360,000). purified E. coli Lon protease. AID 602123, 2011. P0A9M0; in the data active means inhibition above about 13%, passing the limit was not always enough;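 further: 0% = enzyme with probe and DMSO and 100% = no enzyme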
Target sequence (P0A9M0 whole entry, looked up): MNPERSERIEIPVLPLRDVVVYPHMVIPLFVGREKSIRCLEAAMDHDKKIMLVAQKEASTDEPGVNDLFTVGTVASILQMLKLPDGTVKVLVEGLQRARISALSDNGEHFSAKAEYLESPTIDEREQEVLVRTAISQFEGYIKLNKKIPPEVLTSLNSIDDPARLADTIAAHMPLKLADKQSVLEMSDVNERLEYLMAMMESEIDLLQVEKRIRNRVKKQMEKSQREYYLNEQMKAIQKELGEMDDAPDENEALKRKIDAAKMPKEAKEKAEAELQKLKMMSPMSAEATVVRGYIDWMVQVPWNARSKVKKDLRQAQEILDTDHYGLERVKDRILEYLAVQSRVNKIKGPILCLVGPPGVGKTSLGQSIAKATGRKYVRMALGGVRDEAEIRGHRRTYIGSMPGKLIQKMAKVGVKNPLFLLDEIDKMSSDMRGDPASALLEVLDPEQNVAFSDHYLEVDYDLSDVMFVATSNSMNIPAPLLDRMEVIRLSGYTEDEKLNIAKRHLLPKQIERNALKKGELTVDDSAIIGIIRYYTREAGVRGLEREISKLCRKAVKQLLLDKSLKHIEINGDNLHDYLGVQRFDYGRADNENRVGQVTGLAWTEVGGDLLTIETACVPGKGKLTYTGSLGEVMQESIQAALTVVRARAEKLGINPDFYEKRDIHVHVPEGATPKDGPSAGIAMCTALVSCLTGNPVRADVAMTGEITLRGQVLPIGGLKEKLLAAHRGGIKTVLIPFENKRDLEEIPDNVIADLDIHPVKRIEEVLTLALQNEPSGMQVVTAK
MT1-MMP act inh: blockers of MT1-MMP proenzyme processing, primary screen, HT1080 RFP-PRO-GFP cells, GFP/RFP fluorescence; GFP/RFP ratio change, % at 20 µM; GFP/RFP ratio fluorescence, overnight; percent of plate control window, DMSO zero; Matrix metalloproteinase-14 (Homo sapiens), P50281; actives 0.061% (n = 360,000); AID 651647, 2012;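 active means GFP/RFP ratio change of at least 30% with cell ATP level not reduced by more than half and red fluorescence within 50% of control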; further: strong numbers were not always called active
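Assay system: HT1080 RFP-PRO-GFP cells | Dosing: 20 µM single dose, 1% DMSO | Incubation: Cells overnight before dosing, compound overnight, 37 °C, 5% CO2 | Evaluation: GFP/RFP fluorescence ratio | Control set: DMSO-only wells and HT1080 RFP-L50D-GFP cell wells as references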
MsrA inh: bovine MsrA enzyme inhibitors, primary screen, biochemical, absorbance, HTS. inhibition, % at 15.5 µM. Methionine sulfoxide reductase A (Bos taurus). actives 0.75% (n = 360,000). purified bovine MsrA, absorbance read-out; in the data active means inhibition above about 4.5%;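 further: 0% = vehicle wells with enzyme and 100% = reference inhibitor wells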
Rin1 Abl inh: inhibitors of Rin1-Abl protein binding, primary screen, biochemical, TR-FRET; inhibition, % at 7.35 µM; actives 0.4% (n = 360,000); Tyrosine-protein kinase ABL1 (Homo sapiens) + Ras and Rab interactor 1 (Homo sapiens), …; in the data active means inhibition above about 5%, passing the limit was not always enough
Starred values were filed as active, the others as inactive; i = inactive; nt = not tested or not shown.

SMILES	PABP1 MLLE inh	MsrA act	FAS TE block	Rpn11 inh	CSN inh	E coli Lon inh	MT1-MMP act inh	MsrA inh	Rin1 Abl inh
CN(Cc1nc2ccc(F)cc2[nH]1)Cc1c(C(=O)N(C)C)nc2ccc(Cl)cn12	-12	-2	-5	i	-4	-1	-1	0.9	2
Cc1c(Br)c([N+](=O)[O-])nn1CC(=O)NCc1cccnc1	-8	-3	-2	i	0	-4	3	1.5	-5
CCCn1c(SCC(=O)N2CCN(CC)CC2)nc2c1c(=O)n(C)c(=O)n2C	-13	-2	-6	i	-3	-6	-6	0.0	-2
Cc1noc(C)c1NC(=O)N(C)C[C@H]1Oc2ccc(NC(=O)C3CCCCC3)cc2C(=O)N([C@H](C)CO)C[C@@H]1C	-8	-1	-4	i	-3	-5	7	-0.5	1
CC(=O)Nc1nnc(SCC(=O)Nc2ccc3c(c2)OCCO3)s1	7	-1	-4	i	1	7	-2	0.1	2
Cc1ccc(NC(=O)CN(c2ccccc2)S(=O)(=O)N(C)C)cc1	-3	-1	-13	i	4	-1	1	0.5	1
Cc1ccc(NC(=O)CSc2nc(N)c(-c3ccccc3)c(=O)[nH]2)cc1Cl	17	-2	4	i	-11	4	1	-0.6	0
Cc1cc(SCCC(=O)O)nc2ccccc12	13	3	-11	i	-3	4	-3	0.1	-11
CC1=NNC(=O)C1CCC(=O)N/N=C(\C)c1ccccc1 (centres undefined)	4	-8	-10	i	1	1	5	0.9	3
Cc1ccc(NC(=O)COC(=O)Cc2ccccc2)cc1S(=O)(=O)N1CCOCC1	0	-6	0	i	0	7	0	-0.8	2
O=C(Nn1cnc2ccccc2c1=O)c1ccc(Cl)c([N+](=O)[O-])c1	-3	-2	6	i	0	-8	0	0.1	3
S=C1NC2=C(C(c3ccc(Br)cc3)N1)N1CCC2CC1 (centres undefined)	-84	-2	-6	i	-3	2	0	0.6	-3
Cc1ccc(Cn2cc(/C=N/Nc3ccc([N+](=O)[O-])cn3)c3ccccc32)cc1	-39	-2	-3	i	25	-18	-24	0.9	1
COc1ccc(C(=O)NCC(=O)NCC(=O)OCC(=O)C(C)(C)C)cc1	-6	-2	-4	i	-2	-4	2	-0.6	0
COc1ccc(S(=O)(=O)N2CC(O)C[C@H]2C(=O)OCC(=O)N2CCCCCC2)cc1 (some centres undefined)	-12	-12	-8	i	6	-7	-1	-0.8	0
Cc1cccc(C(=O)NCc2nnc(SCC(=O)Nc3nncs3)n2C)c1	-12	-1	-5	i	3	1	3	-0.4	1
O=C(COC(=O)c1n[nH]c(=O)c2ccccc12)c1ccccc1	-9	-11	-2	i	-3	-2	3	-0.3	-1
CCCCCC(=O)Nc1ccc2oc(-c3cncc(Br)c3)nc2c1	1	-2	-10	i	3	-1	7	-1.1	4
CCOC(=O)C1=C(c2ccccc2)NC(SCC(=O)Nc2cccc(C)c2)=C(C#N)C1c1ccco1 (centres undefined)	1	-9	26	i	-3	9	-6	2.2	2
CCCCNC(=O)NC12CC3CC(CC(C3)C1)C2	-11	-2	0	i	2	-8	2	-0.3	0
C[C@H](CO)N1C[C@H](C)[C@@H](CN(C)S(=O)(=O)c2ccc(Cl)cc2)OCc2cnnn2CCCC1=O	-1	-3	-10	i	-3	-4	2	0.8	2
c1ccc(-c2cnnc(-c3ccccn3)n2)cc1	1	-2	-10	i	0	-9	0	-0.1	-2
CCOC(=O)c1cccc(NC(=O)CCNS(=O)(=O)c2ccc3c(c2)CCN3C(=O)CC)c1	-13	1	-1	i	-2	0	3	0.7	4
O=c1c2ccccc2c(C=NCCCN2CCOCC2)c(O)n1Cc1ccc2c(c1)OCO2	-6	-7	11	i	-3	11	-1	0.5	-5
CC(=O)Nc1ccc(S(=O)(=O)N2CCN(CC3CC4C=CC3C4)CC2)cc1 (centres undefined)	-9	-11	5	i	4	4	1	0.5	-2
Cc1ccc(S(=O)(=O)NC(=O)NC(C)c2ccc(F)cc2)cc1 (centres undefined)	5	0	-5	i	-2	2	-1	0.4	0
Clc1ccccc1-c1csc(Nc2cccnc2)n1	2	-3	-1	i	3	0	-3	0.2	2
Cc1ccc(CNC(=O)c2cc(S(=O)(=O)N3CCCCC3)ccc2N2CCOCC2)cc1	9	-3	8	i	1	-4	1	1.0	-2
O=C(COC(=O)Cn1cnc2ccccc21)Nc1cccc([N+](=O)[O-])c1	4	-3	0	i	0	-1	-2	0.0	3
CCCCCCSc1nsc(NC(=O)CCC)n1	7	-1	8	i	-5	-6	-5	-1.6	3
Cc1ccc(NC2=NC3(CCCCC3)N=C(N)N2)c(C)c1	4	-4	-14	i	-4	4	2	-0.7	-2
Cc1ccccc1Nc1nc(N)nc(COC(=O)[C@@H](NC(=O)c2c(F)cccc2F)C(C)C)n1	4	1	1	i	-8	-14	-4	0.5	-7
CC(C)CCN1CC(C(=O)NCc2ccccc2)CC1=O (centres undefined)	-1	-4	-7	i	5	-5	0	1.3	1
CCOc1ccc(CC(=O)N2CCN(c3ccc(N4CCOCC4)nn3)CC2)cc1OCC	7	-2	-7	i	4	-17	2	0.8	-1
Cc1ncoc1C(=O)N1CCc2c([nH]c3ccccc23)C1c1ccccc1F (centres undefined)	-7	1	5	i	-14	2	-2	1.6	1
CCCCNC(=O)Cn1c(=O)c2c(ncn2CC)n(Cc2ccccc2)c1=O	-7	-3	-4	i	-3	-4	-1	1.9	3
Cc1ccc(C(=O)CNc2nc3c(c(=O)[nH]c(=O)n3C)n2Cc2ccccc2)cc1	-1	0	4	i	0	5	2	0.5	-3
O=C(c1scc2c1CCCC2)N1CCOCC1	9	-5	-9	i	-3	5	1	-0.4	1
Fc1ccccc1Cn1nnc2c(NCCc3ccccn3)ncnc21	4	-1	-5	i	5	1	-1	1.8	-3
Cc1nc(-c2nnc(SCC(=O)Nc3ccc(C(F)(F)F)cc3)n2C)cs1	14	-1	-4	i	0	-13	7	-1.0	2
COC(=O)c1ccc2nc(C3CCCCC3)c(Cc3ccc(OC)cc3C)n2c1	-47	-6	-4	nt	14	-18	-5	2.3	0
Cc1oc(-c2cc(F)ccc2F)nc1CN1CCC(C(=O)N2CCOCC2)CC1	5	-4	-3	i	3	-4	-1	-0.6	-1
CC(C)Cc1ccc(C(C)C(=O)Nc2ccccc2O)cc1 (centres undefined)	-5	0	6	i	3	10	-10	1.3	-1
CCC(NC(=O)NCCCn1ccnc1)(C(F)(F)F)C(F)(F)F	7	-9	-10	i	0	2	-3	-1.4	1
C=CCOc1c(Br)cc(C2NC(=O)NC(C)=C2C(C)=O)cc1OCC (centres undefined)	-4	-2	-2	i	3	3	-5	-0.1	1
CCOc1ccc(CC(=O)N/N=C/c2sccc2C)cc1	13	-4	-2	i	1	-5	2	0.5	-1
COC(=O)c1ccc2nc(-c3ccc(F)cc3)c(Cc3ccsc3)n2c1	4	-5	8	i	-3	-3	-3	-0.8	4
CCCCC(CC)COP(=O)(OCC(CC)CCCC)OCC(CC)CCCC (centres undefined)	4	-5	5	i	4	-3	-5	0.5	3
O=C1SCCN1N=Cc1ccc([N+](=O)[O-])o1	5	2	-5	i	0	5	2	1.8	3
COc1ccc(C(F)(F)F)cc1N/C=C\c1nnnn1-c1ccc(C)cc1	-14	-1	27	i	-3	-3	-1	2.7	-1
COc1ccc(O)c(CN2CCCC(N3CCN(c4ccc(F)cc4)CC3)C2)c1 (centres undefined)	-2	-2	-5	i	4	5	6	-0.5	-1
COc1ccc(S(=O)(=O)N2CCOCC2)cc1NC(=O)CN1C(=O)NC2(CCC(C)CC2)C1=O (centres undefined)	-21	-5	-8	i	1	-5	3	2.8	-1
O=S(=O)(c1ccc(Br)cc1)N1CCCN(Cc2ccccc2F)CC1	-6	-3	27	i	-11	-4	0	2.8	-2
CCNS(=O)(=O)c1ccc(C)c(-n2cnnn2)c1C	-2	-13	-9	i	3	-1	-2	-0.7	1
O=C(CNC(=S)N(Cc1ccccc1)Cc1ccccc1F)NCc1ccc(Cl)cc1	-137	0	32	i	1	4	-5	-0.3	-2
CN(C)C/C(Cl)=C(\Cl)c1ccccc1	-8	3	6	i	1	1	-4	0.6	-2
CSCCNCc1cn(-c2ccc(F)cc2F)nc1-c1ccccc1C	-10	-1	1	i	-1	5	3	0.8	2
CC(C)n1nc(C(=O)Nc2ccc3c(c2)OCO3)c2ccccc2c1=O	6	-4	-5	i	-1	-9	0	-0.9	3
Cc1cc(O)c(C(C)C)cc1NC1=NS(=O)(=O)c2ccccc21	1	-14	-4	i	2	7	1	0.7	-1
CCCn1c(=O)n(C)c(=O)c2c(SCC(=O)NC34CC5CC(CC(C5)C3)C4)nc(CC(C)C)nc21	-1	0	15	i	7	-8	-19	-0.6	-1

Next entries follow.
SMILES	PABP1 MLLE inh	MsrA act	FAS TE block	Rpn11 inh	CSN inh	E coli Lon inh	MT1-MMP act inh	MsrA inh	Rin1 Abl inh
Cc1ccc(C)c(OCCC(=O)NCCc2ccc(Cl)cc2)c1	8	-4	19	i	-2	1	-2	0.0	-1
C=CC(=O)NC1CC2CCC1(C)C2(C)C (centres undefined)	12	-2	-4	i	3	12	1	-1.8	1
O=C(CCCn1nnnc1CN1CCOCC1)N1CCC(c2ccccc2F)C1 (centres undefined)	-1	-3	-6	i	1	-14	2	0.4	3
CCS(=O)(=O)c1ccccc1C(=O)NC1CCCc2ccccc21 (centres undefined)	-17	-2	-4	i	-1	-7	-2	-0.9	5
COC(=O)c1cc2ccsc2n1Cc1ccccc1F	-14	0	23	i	-4	-15	1	0.7	0
O=C(Cn1nc(Cc2cccnc2)c2ccccc2c1=O)N1CCN(C(=O)c2ccco2)CC1	-6	-2	-2	i	-3	5	6	1.0	1

Entries of single compounds, looked up by structure. Order of screens: PABP1 MLLE inh | MsrA act | FAS TE block | Rpn11 inh | CSN inh | E coli Lon inh | MT1-MMP act inh | MsrA inh | Rin1 Abl inh
COC(=O)c1cc2ccsc2n1Cc1ccccc1F in the list: -14 | 0 | 23 | i | -4 | -15 | 1 | 0.7 | 0
C=CC(=O)NC1CC2CCC1(C)C2(C)C (centres undefined) in the list: 12 | -2 | -4 | i | 3 | 12 | 1 | -1.8 | 1
O=C(CCCn1nnnc1CN1CCOCC1)N1CCC(c2ccccc2F)C1 (centres undefined) in the list: -1 | -3 | -6 | i | 1 | -14 | 2 | 0.4 | 3
Cc1ccc(C)c(OCCC(=O)NCCc2ccc(Cl)cc2)c1 in the list: 8 | -4 | 19 | i | -2 | 1 | -2 | 0.0 | -1
CCS(=O)(=O)c1ccccc1C(=O)NC1CCCc2ccccc21 (centres undefined) in the list: -17 | -2 | -4 | i | -1 | -7 | -2 | -0.9 | 5
